# TRPC6 inhibitor: mouse TRPC6 channel inhibition; Q61143; 310,000 tested, 1.1% active; HEK293-TRPC6, membrane potential dye, ACh-evoked depolarization; active compounds read low; AID 2553; B-score at 10 µM;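 active = B-score under library mean minus 3 SD, initial fluorescence not abnormally high, positive integrated signal ratio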;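 note: B-score derived from integrated fluorescence ratio over the kinetic read; more negative B-score means stronger inhibition of depolarization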
# HIF activator: HIF pathway transcriptional activation; U2OS HRE-luciferase reporter, luminescence; normalized: DMSO 0%, desferrioxamine 100%; activation, % at 7.5 µM (by protocol); 300,000 tested, 0.32% active;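 active = mean activation of at least 10% of the iron chelator positive control signal, with at least half of replicates also reaching 10%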
# MrgX1 antagonist: antagonists of human MrgX1 receptor; Q96LB2; MRGX1-HEK293 calcium flux, Fluo-4, BAM8-22 antagonism; active compounds read low; B-score at 10 µM; 310,000 tested, 1.3% active;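 active = calcium-response B-score plate-corrected more than 3 library SD below zero, starting fluorescence within 5 deviations, no agonist response on first addition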;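 note: peak minus trough fluorescence over baseline after final BAM8-22 challenge near maximal dose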
# Target sequence (Q96LB2 whole entry, looked up): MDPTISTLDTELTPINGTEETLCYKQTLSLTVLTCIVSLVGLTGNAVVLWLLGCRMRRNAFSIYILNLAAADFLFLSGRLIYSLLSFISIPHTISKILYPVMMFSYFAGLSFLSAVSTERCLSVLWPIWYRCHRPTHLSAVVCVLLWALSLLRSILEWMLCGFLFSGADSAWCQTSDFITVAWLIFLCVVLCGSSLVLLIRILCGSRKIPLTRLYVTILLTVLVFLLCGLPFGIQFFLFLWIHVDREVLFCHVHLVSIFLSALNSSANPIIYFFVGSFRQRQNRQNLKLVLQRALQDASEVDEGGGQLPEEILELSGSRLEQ
# IEC-6 cytotox: kills IEC-6 intestinal cells in KLF5 counter-screen | IEC-6 cytotoxicity, luminescence viability | inhibition, % at 5 µM | 290,000 tested, 0.78% active; in the data active = inhibition above about 22%;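 note: 0% = plate median of test compound wells and 100% = cytotoxic reference compound wells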
# SKKanGAS inh: blocks kanamycin growth of S. pyogenes SKKanGAS strain. BacTiter-Glo, 6 h. inhibition, % at 7.5 µM. 300,000 tested, 1.3% active. AID 1662;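 active = mean replicate score, as percent of positive control median, at least 50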;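 note: strain carries kanamycin resistance gene driven by streptokinase promoter and grows in 40 µg/ml kanamycin; loss of luminescence reflects streptokinase promoter inhibition or plain growth inhibition; 0% = median of DMSO wells and 100% = positive control at its reference dose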
# TRPC4 block: blocks the mouse TRPC4 cation channel; 300,000 tested, 0.39% active; AID 2247; Q9QUQ5; B-score at 10 µM; HEK293 TRPC4beta/mu-opioid, DAMGO-evoked Fluo4 calcium flux; active compounds read low;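 active = B-score over 3 SD under the library average, no early fluorescence shift, positive overall ratio signal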
#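 material = TRPC4beta/mu-opioid receptor HEK293 cell line | probe or stimulus = sequential submaximal and maximal DAMGO stimulation | compound dosing = one concentration per compound | measured by = Fluo4 Ca2+ flux fluorescence | evaluation = integrated fluorescence ratio relative to baseline, converted to per-well B score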
# TRPC6 activator: activators of mouse TRPC6 channel | AID 2550 | HEK293-TRPC6 membrane potential dye fluorescence; active compounds read high | B-score at 10 µM | Q61143 | 310,000 tested, 0.13% active;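 active = B-score of the integrated fluorescence ratio above library mean plus 3 SD, and starting fluorescence ratio within library mean plus 5 SD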;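 note: higher score means more depolarization so channel activation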
# KLF5 inhibitor: suppresses KLF5 promoter-driven expression | 290,000 tested, 0.23% active | inhibition, % at 5 µM | DLD-1 KLF5 promoter-luciferase reporter, luminescence;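 active = inhibition above a per-plate limit of that plate's mean compound inhibition plus 3 SD, cut at about 60% in these data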;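 note: 0% = DMSO wells and 100% = LY294002 at 200 µM; higher means less KLF5 promoter-driven luciferase light; inactives centre near -14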
# TRPC4 act: opens the mouse TRPC4 cation channel | Q9QUQ5 | HEK293 TRPC4beta/mu-opioid, Fluo4 calcium fluorescence; active compounds read high | B-score at 10 µM | 310,000 tested, 0.49% active;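 active = B-score above 5 SD of library B-scores, and initial fluorescence ratio not above library mean plus 5 SD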;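 note: positive B-score marks a calcium rise read as TRPC4 activation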
#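 Material: HEK293 stable line with TRPC4beta plus mu-opioid receptor; technique: Fluo4 calcium-sensitive dye fluorescence, kinetic, 1 Hz baseline; timing: Fluo4 dye loading 45 min at room temperature, 110 s recording; controls: assay buffer as low control, maximal DAMGO as high control; read-out: integrated baseline-normalised fluorescence ratio, converted to per-well B score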
# aSyn UTR inh: 5' untranslated region of α-synuclein, MLPCN primary screen. inhibition, % (tested at 7.5 µM). 300,000 tested, 0.82% active. alpha-synuclein 5'UTR reporter, inhibitor activity; in the data active = inhibition above about 60%;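 note: H4 neuroglioblastoma cells stably carrying SNCA 5'UTR luciferase fusion; 0% = DMSO wells and 100% = positive control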
# TRPC4 potent: allosterically enhances the mouse TRPC4 cation channel. HEK293 TRPC4beta/mu-opioid, DAMGO EC20, Fluo-4 Ca2+ flux; active compounds read high. B-score at 10 µM. 310,000 tested, 0.42% active. AID 2227;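 active = B-score of calcium response area above 5 SD of library B-scores, with initial fluorescence ratio within 5 SD of library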;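 note: B-score of integrated fluorescence ratio over time as area under calcium response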
# * = called active by the depositor; i = inactive.
Molecule	TRPC6 inhibitor	HIF activator	MrgX1 antagonist	IEC-6 cytotox	SKKanGAS inh	TRPC4 block	TRPC6 activator	KLF5 inhibitor	TRPC4 act	aSyn UTR inh	TRPC4 potent
CCOc1nc2cnccc2n(CC(=O)Nc2ccccc2C(=O)OC)c1=O	i	-0.1	i	4	17	i	i	6	i	7	i
O=C(NCc1ccco1)c1ccc(Cl)s1	i	0.5	i	5	8	i	i	-2	i	-3	i
O=C(Nc1nc(-c2ccncc2)cs1)c1ccc(F)cc1	i	-0.2	i	-6	-1	i	i	4	i	-18	i
COc1ccc(-c2nn(-c3ccccc3)cc2CNC(C)Cn2cncn2)c(F)c1 (stereo not drawn)	i	0.0	i	-3	-2	i	i	13	i	-23	i
COC(=O)c1ccc(NC(=O)CSCc2ccc(C)cc2)cc1	i	-0.3	i	4	-12	i	i	-9	i	15	i
CCCC(c1nnnn1CS(=O)(=O)c1ccc(C)cc1)N1CCC(C(N)=O)CC1 (stereo not drawn)	i	-0.1	i	1	0	i	i	18	i	10	i
CCOC(=O)CNC(=O)c1cn(C)c(=O)c2cc(OC)c(OC)cc12	i	0.2	i	2	-10	i	i	-3	i	11	i
COc1ccc2nc(SC)cc(C)c2c1	i	0.1	i	-9	-4	i	i	-12	i	15	i
Cc1cc(NC(=O)Nc2ccc(F)c(Cl)c2)no1	i	1.2	i	-7	-3	i	i	-32	i	-16	i
COc1ccc(/C=C/C(=O)Nc2ccccc2C(=O)N2CCCC2)cc1	i	0.7	i	-6	-10	i	i	-41	i	-86	i
Nc1ccc(C(=O)OCC(=O)NC2CCCc3ccccc32)cc1[N+](=O)[O-] (stereo not drawn)	i	-0.5	i	1	28	i	i	-15	i	2	i
O=C(CCCOc1ccc(Cl)cc1)NCCc1ccccc1	i	-1.0	i	4	-14	i	i	-11	i	6	i
COc1ccccc1C(=O)Nc1ccnn1C1CCN(C(=O)C2CCOC2)CC1 (stereo not drawn)	i	0.4	i	1	-2	i	i	-28	i	-7	i
Cc1[nH]c2ccc(C(=O)N3CCN(c4ccc(F)cc4)CC3)cc2c1C	i	-0.2	i	-6	8	i	i	-26	i	-19	i
CC(=NCCCNC1CCCCC1)C1=C(O)CC(C)(C)CC1=O	i	-0.3	i	2	1	i	i	-25	i	-24	i
CCN1C(=O)c2cccc3c(S(=O)(=O)NC(Cc4ccccc4)C(=O)O)ccc1c23 (stereo not drawn)	i	-0.2	i	-7	-6	i	i	14	i	7	i
CCc1ccccc1N(C(=O)c1cccs1)C1C=CS(=O)(=O)C1 (stereo not drawn)	i	0.2	i	-7	0	i	i	3	i	16	i
CC(C)Nc1nc(NC(C)C)nc(N(C#N)CCOc2ccc(Cl)cc2Cl)n1	i	-0.7	i	3	18	i	i	-19	i	2	i
COc1ccccc1-c1csc(NC(=O)c2cc(-c3cccs3)nc3ccccc23)n1	i	-0.3	i	-5	7	i	i	-29	i	16	i
CN(CCOc1ccccc1)S(=O)(=O)c1ccc2oc3ccccc3c2c1	i	-0.2	i	-2	2	i	i	1	i	-4	i
O=c1c2ccccc2nc2ccccn12	i	2.2	i	-3	-4	i	i	-47	i	-57	i
O=C(O)CSc1ncn[nH]1	i	-0.1	i	5	3	i	i	-34	i	2	i
Cc1cccc(C(=O)OCC(=O)Nc2sc3c(c2C#N)CCC3)c1	i	-0.5	i	-10	-9	i	i	-29	i	-20	i
CCOc1ccc(/C(CCC(=O)O)=N/NC(=S)NC(C)C)cc1	i	-1.6	i	5	7	i	i	-11	i	12	i
CCOc1ccc(CCNC(=O)Cn2nc(C)c3c(C)n(-c4ccccc4)nc3c2=O)cc1	i	-0.3	i	2	3	i	i	-5	i	-20	i
N#C/C(=C/c1ccccc1)C(=O)NCc1ccccc1	i	-0.1	i	3	12	i	i	-3	i	1	i
Cc1noc(C)c1COc1cccc(C(=O)NCc2cccc(Cl)c2)c1	i	0.0	i	8	-6	i	i	2	i	24	i
COc1ccc(-c2cc(=O)n(CCC#N)[nH]2)cc1	i	-1.1	i	-10	-4	i	i	-16	i	14	i
COc1ccc(N(C)C(=O)CCS(=O)(=O)c2cccc3nsnc23)cc1	i	-0.2	i	7	0	i	i	-4	i	13	i
COc1ccc(NC(=O)C2CCN(S(=O)(=O)c3cccc4nonc34)CC2)c(OC)c1	i	-0.3	i	-4	-2	i	i	-6	i	19	i
COCCn1c(SCCOc2ccccc2)nc2ccccc2c1=O	i	-0.1	i	-10	14	i	i	12	i	26	i
COCCCNCCOc1ccc(C(C)(C)c2ccccc2)cc1	i	-0.1	i	-9	-4	i	i	8	i	-7	i
O=C(O)CN1C(=O)C(=O)N(Cc2ccccc2F)C1=O	i	-1.5	i	-7	-2	i	i	-22	i	7	i
CCOC(=O)c1c(NC(=O)CSc2nnc(-c3cccc(C)c3)n2CC)sc(C(C)=O)c1C	i	0.0	i	2	12	i	i	18	i	-14	i
CCOc1ccc(N(CC(=O)Nc2ccccc2C(=O)NCc2ccco2)S(C)(=O)=O)cc1	i	-0.4	i	-3	1	i	i	-22	i	13	i
CC(C)c1ccc(NC(=O)CN2C(=O)c3ccccc3S2(=O)=O)cc1	i	0.2	i	-6	-2	i	i	-12	i	13	i
Clc1ccc(OCc2nn3c(-c4ccccc4)nnc3s2)c(Cl)c1	i	-0.3	i	1	-7	i	i	-10	i	-16	i
CCC(C)NC(=O)C(Cc1ccccc1)NS(=O)(=O)c1ccc2c(c1)CCC(=O)N2 (stereo not drawn)	i	-0.7	i	1	-2	i	i	-27	i	17	i
CCCc1nn2c(=O)cc(CSCC(=O)Nc3ccccc3OC)nc2s1	i	-0.1	i	8	-6	i	i	-12	i	-3	i
CCN(CC)c1ccc(C=Nc2ccccc2)c(O)c1	i	-0.1	i	0	2	i	i	-16	i	6	i
COc1ccc(C(=O)NNC(=S)NC(=O)c2cccs2)cc1	i	-0.2	i	19	89*	i	i	17	85*	12	i
CCCn1c2ccccc2c2cnn(CC(=O)NCCN(C)C)c(=O)c21	i	0.8	i	3	-1	i	i	-22	i	-30	i
CSCCC(NS(=O)(=O)c1ccc(Cl)cc1)C(=O)OCC(=O)N(C(C)C)C(C)C (stereo not drawn)	i	-0.5	i	0	8	i	i	-34	i	-8	i
COCCN(C(=S)Nc1ccc(C)cc1C)C(C)c1cccs1 (stereo not drawn)	i	0.1	i	-5	-11	i	i	-1	i	4	i
Cc1ccc(C(=O)NCc2ccco2)cc1[N+](=O)[O-]	i	0.0	i	-5	-1	i	i	-32	i	1	i
COc1ccc(-c2nn(-c3ccccc3)cc2CO)cc1OC	i	0.2	i	0	1	i	i	-22	i	-4	i
O=C(c1ccco1)N1CCN(Cc2ccccc2Br)CC1	i	-15	i	13	5	i	i	-46	i	-78	i
COC(=O)c1c(C)oc2ccc(NS(=O)(=O)c3cccs3)cc12	i	-0.2	i	4	-5	i	i	1	i	5	i
O=C(CC12CC3CC(CC(C3)C1)C2)Nc1ccc2c(c1)COC2=O	i	-0.3	i	5	7	i	i	-21	i	-17	i
Cc1ccc(C)c(S(=O)(=O)N2CCN(C(=O)c3ccc(C)s3)CC2)c1	i	-0.1	i	-5	0	i	i	-18	i	-13	i

# Single values from the entries so far.
# Result for O=C(c1ccco1)N1CCN(Cc2ccccc2Br)CC1 under IEC-6 cytotox: 13
# Result for COCCN(C(=S)Nc1ccc(C)cc1C)C(C)c1cccs1 (stereo not drawn) under KLF5 inhibitor: -1
# Result for COCCCNCCOc1ccc(C(C)(C)c2ccccc2)cc1 under KLF5 inhibitor: 8
# Result for COc1ccc(-c2cc(=O)n(CCC#N)[nH]2)cc1 under SKKanGAS inh: -4
# Result for CCOC(=O)c1c(NC(=O)CSc2nnc(-c3cccc(C)c3)n2CC)sc(C(C)=O)c1C under SKKanGAS inh: 12

# The results go on.
Molecule	TRPC6 inhibitor	HIF activator	MrgX1 antagonist	IEC-6 cytotox	SKKanGAS inh	TRPC4 block	TRPC6 activator	KLF5 inhibitor	TRPC4 act	aSyn UTR inh	TRPC4 potent
CC(=O)N1CCN(c2ccc(NC(=O)c3cc4ccccc4o3)cc2)CC1	i	0.3	i	0	-6	i	i	-84	i	-40	i
Cc1ccc(-c2nnnn2CS(=O)(=O)c2ccccc2)cc1	i	1.3	i	-4	1	i	i	-48	i	-7	i
O=c1oc2ccccc2c(O)c1CN1CCCCC1	i	-0.5	i	1	10	i	i	-13	i	-15	i
O=[N+]([O-])c1ccc(C2CCCC/C2=N/OCc2ccc(F)cc2)c([N+](=O)[O-])c1 (stereo not drawn)	i	-0.6	i	-1	12	i	i	-24	i	-10	i
CCOC(=O)c1c(NC(=O)CSc2nnc(C)s2)sc2c1CCCCC2	i	0.1	i	3	10	i	i	-15	i	13	i
CCN(CC)S(=O)(=O)c1cccc(NC(=O)COC(=O)c2n[nH]c(=O)c3ccccc23)c1	i	-0.3	i	6	-6	i	i	-9	i	2	i
Cc1ccc2c(ccc(=S)n2C)c1	i	0.0	i	0	6	i	i	-13	i	-14	i
CCCOc1ccccc1C(=O)N(Cc1cccc(Br)c1)C1CCS(=O)(=O)C1 (stereo not drawn)	i	-0.1	i	-6	3	i	i	-42	i	8	i
CC(=O)N1CCC(N2CCN(Cc3ccc(C)cc3)C(CCO)C2)CC1 (stereo not drawn)	i	-0.2	i	-8	-7	i	i	-8	i	-2	i
CNC(=O)c1c(Br)cnn1-c1ccc(C)cc1	i	1.4	i	4	-1	i	i	-39	i	-158	i
CCOC(=O)C1CCN(C(=O)N2CCOCC2)CC1	i	-1.0	i	1	4	i	i	-32	i	13	i
CC1CN(Cc2cn(C)nc2-c2ccc(Oc3ccccc3)cc2)CCN1C (stereo not drawn)	i	-0.1	i	-1	0	i	i	-24	i	-24	i
CN1N=C(C(C)(C)C)CC1=O	i	-0.5	i	-6	-9	i	i	0	i	0	i

# Profiles, looked up by structure:
# Listed for CCOC(=O)C1CCN(C(=O)N2CCOCC2)CC1 → TRPC6 inhibitor = i; HIF activator = -1.0; MrgX1 antagonist = i; IEC-6 cytotox = 1; SKKanGAS inh = 4; TRPC4 block = i; TRPC6 activator = i; KLF5 inhibitor = -32; TRPC4 act = i; aSyn UTR inh = 13; TRPC4 potent = i
# Listed for CCOC(=O)c1c(NC(=O)CSc2nnc(C)s2)sc2c1CCCCC2 → TRPC6 inhibitor = i; HIF activator = 0.1; MrgX1 antagonist = i; IEC-6 cytotox = 3; SKKanGAS inh = 10; TRPC4 block = i; TRPC6 activator = i; KLF5 inhibitor = -15; TRPC4 act = i; aSyn UTR inh = 13; TRPC4 potent = i
